Bioassay records as filed in PubChem.
RAM network inh: blocks the yeast RAM network; S. cerevisiae dse1pr::URA3 reporter, 5-FOA growth OD615, 2 d; analog-sensitive cbk1-as2 kinase mutant strain; inhibition, % at 50 µM; actives 1.8% (n = 190,000); AID 868;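 active = inhibition above a set limit, 3 SD over mean compound inhibition, cut at about 8.4% in these data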;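 note: 0% = DMSO-only wells with no growth and 100% = 10 µM 1-NA-PP1 full growth; inhibition rescues growth on 5-FOA so higher OD means more RAM inhibition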
TR-FRET SRC-2 ct: counter-screen for PPARgamma SRC-2 recruitment agonists: TR-FRET artefact. hits give high values. TR-FRET ratio at 8 µM. actives 0.4% (n = 200,000). AID 1049; in the data active = TR-FRET ratio above about 2000; note: inactives centre near 1500
S1P3 antagonist: antagonists of human S1P3 receptor. actives 0.27% (n = 170,000). inhibition, % at 4.98 µM. Q99500. CHO S1P3 NFAT-BLA reporter, FRET fluorescence, antagonist mode;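 active = inhibition above the plate cutoff, the mean inhibition of test wells on that plate plus 3 SD, cut at about 28% in these data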;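 note: cells challenged with S1P at its EC80 of 0.8 µM; blue over green emission ratio from cleaved BLA substrate after 4 h stimulation; 0% = S1P-stimulated wells and 100% = unstimulated DMSO-only wells; some compounds past the cut are filed as inactive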
TLR4 MyD88 comp: blocks binding of human TLR4 to MyD88. HeLa CL3-4 TLR4/MyD88 BLA complementation, FRET ratio. inhibition, % at 8.4 µM. O00206+Q99836. AID 861. actives 0.18% (n = 200,000); in the data active = inhibition above about 25%;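 note: 0% = vehicle and 100% = reference inhibitor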
STAT3 act: increases IL-6 driven STAT3 reporter signal. U3A cells, IL-6 STAT3-luciferase reporter, luminescence; 100% = signal with IL-6 EC80 alone. activation (% of control), % at 5.6 µM. actives 0.91% (n = 190,000). AID 871;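 active = activation above the screen-wide mean of compound activation plus 3 SD, cut at about 130% in these data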;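 note: 0% = background luminescence of wells with medium and substrate only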
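Material: STAT1-lacking human U3A cells, STAT3 luciferase reporter | Benchmarks: IL-6-only wells as 100% reference | Probe or stimulus: IL-6 (33 ng/mL) | Timing: Compound 1 h, then IL-6 6 h at 37 °C | Detection: Luminescence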
ROMK mod: human ROMK K+ channel modulation, primary screen; P48048; actives 2% (n = 130,000); Tet-inducible ROMK, thallium flux fluorescence; actives lie on both sides; B-score at 10 µM;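 active = signal ratio slope over the read window, or its plate-corrected B-score, at least 3 SD from the plate mean, either direction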;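 note: B-score of the F/F0 ratio slope over 7 to 12 s after thallium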
Target sequence (P48048 whole entry, looked up): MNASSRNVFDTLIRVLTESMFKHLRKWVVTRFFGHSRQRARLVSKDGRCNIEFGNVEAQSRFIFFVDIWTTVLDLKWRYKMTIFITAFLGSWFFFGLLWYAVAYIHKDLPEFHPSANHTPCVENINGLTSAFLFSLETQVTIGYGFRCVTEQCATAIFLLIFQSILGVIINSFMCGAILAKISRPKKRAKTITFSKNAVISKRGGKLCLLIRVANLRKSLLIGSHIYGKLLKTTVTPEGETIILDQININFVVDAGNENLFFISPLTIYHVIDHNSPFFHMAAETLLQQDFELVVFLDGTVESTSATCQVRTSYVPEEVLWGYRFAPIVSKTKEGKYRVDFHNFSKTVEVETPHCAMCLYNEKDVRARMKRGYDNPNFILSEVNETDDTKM
STAT3 inh: reduces IL-6 driven STAT3 reporter signal; U3A cells, IL-6 STAT3-luciferase reporter, luminescence; host cell line lacks STAT1; inhibition, % at 5.5 µM; actives 0.89% (n = 190,000); AID 862;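 active = inhibition above the mean inhibition across all screened compounds plus 3 SD, cut at about 44% in these data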;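 note: 0% = DMSO only wells and 100% = 100 µM nifuroxazide control wells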
PPARg SRC-2 ag: PPARgamma-driven SRC-2 recruitment agonism. P37231. PPARgamma LBD-SRC-2 recruitment, biochemical. activation, % at 8 µM. actives 0.34% (n = 200,000). AID 1032; in the data active = activation above about 22%;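 note: 0% = vehicle and 100% = reference agonist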
Target sequence (P37231 whole entry, looked up, the tested form may be a part): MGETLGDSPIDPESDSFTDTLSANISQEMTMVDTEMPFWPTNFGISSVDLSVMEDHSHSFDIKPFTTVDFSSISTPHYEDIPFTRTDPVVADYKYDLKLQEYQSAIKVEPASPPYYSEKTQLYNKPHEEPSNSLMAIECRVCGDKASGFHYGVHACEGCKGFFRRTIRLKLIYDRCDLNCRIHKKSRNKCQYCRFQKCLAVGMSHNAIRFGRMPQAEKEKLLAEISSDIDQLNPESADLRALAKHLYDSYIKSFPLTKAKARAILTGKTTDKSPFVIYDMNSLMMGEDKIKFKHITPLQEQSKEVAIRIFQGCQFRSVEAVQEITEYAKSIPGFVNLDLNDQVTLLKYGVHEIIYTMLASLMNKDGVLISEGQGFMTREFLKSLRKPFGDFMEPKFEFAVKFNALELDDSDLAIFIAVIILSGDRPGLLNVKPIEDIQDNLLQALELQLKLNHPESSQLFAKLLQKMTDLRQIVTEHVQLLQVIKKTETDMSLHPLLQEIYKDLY
PPARg SRC3 recr: PPARgamma-driven SRC-3 recruitment agonism; P37231; biochemical PPARgamma/SRC-3 coactivator recruitment assay; activation, % at 8 µM; actives 0.26% (n = 200,000); AID 731; in the data active = activation above about 23%;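 note: 0% = DMSO and 100% = reference agonist; some compounds past the cut are filed as inactive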
PPARg SRC-1 ag: promotes SRC-1 coactivator recruitment by human PPARgamma; PPARgamma-SRC-1 coactivator recruitment biochemical assay; activation, % at 8 µM; actives 0.41% (n = 200,000); AID 631; in the data active = activation above about 19%;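 note: 0% = DMSO and 100% = reference agonist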
STAT1 blocker: inhibitors of IFN-gamma induced STAT1 signaling. NIH 3T3 STAT1-luciferase reporter, luminescence. actives 0.35% (n = 200,000). inhibition, % at 5.5 µM;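 active = inhibition above a set limit, the mean inhibition across all tested compounds plus 3 SD, cut at about 34% in these data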;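 note: 0% = IFN-gamma with DMSO and 100% = IFN-gamma with 300 µM nifuroxazide; values of inactives mirror those of a sister screen read the other way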
The depositor's hits bear a star; . = no result given; & = joins results of further samples. Rows were taken by chance; any-hit rate near 5.6%.

molecule | TLR4 MyD88 comp | RAM network inh | STAT3 act | S1P3 antagonist | PPARg SRC3 recr | TR-FRET SRC-2 ct | PPARg SRC-2 ag | PPARg SRC-1 ag | STAT1 blocker | STAT3 inh | ROMK mod
O=S(=O)(c1ccc(NC(=S)NC2CC2)cc1)N1CCOCC1 | -18 | 0.4 | 101 | -11 | 1 | 1506 | 2 | 13 | -2 | 10 | 1.9
O=C(Cn1c(=O)n(Cc2ccco2)c(=O)c2cc(Cl)ccc21)NCC1CCCO1 (stereo unspecified) | -4 | 0.1 | 100 | 7 | 0 | 1556 | 8 | 3 | 1 | -1 | -0.47
Cc1c(N=C2SCC(=O)N2/N=C\c2ccc(Br)cc2)c(=O)n(-c2ccccc2)n1C | -4 | 3.9 | 79 | 0 | 0 | 1641 | 5 | 4 | -2 | 27 | -0.069
O=C(O)CCCn1cc(NC(=O)c2c(F)cccc2F)cn1 | -6 | 0.6 | 98 | -6 | -6 | 1602 | -3 | 0 | -1 | 9 | 0.047
CCCCC(=O)Nc1cc(C)c2c(=O)oc3ccccc3c2n1 | -3 | 7.8 | 104 | . | 2 | 1564 | 1 | -4 | -8 | 0 | -0.087
CC(=O)Nc1ccc(C(=O)OCC(=O)Nc2ccccc2Sc2ccccc2)cc1 | 3 | 2.6 | 101 | -3 | 5 | 1479 | 4 | -2 | -2 | 7 | -0.11
CC1(C)CC(=O)C(C=NC(CCC(N)=O)C(=O)O)=C(O)C1 (stereo unspecified) | -5 | 1.6 | 97 | -21 | -6 | 1469 | 6 | -6 | -3 | 6 | -0.14
C/C(=N/Nc1nc(-c2ccccc2)cc(-c2ccccc2)n1)c1ccc(N)cc1 | -4 | 1.1 | 90 | 0 | -2 | 1714 | 10 | 6 | -2 | 7 | .
O=C(Cc1ccccc1)NCC(=O)OCC(=O)c1ccc(Cl)c([N+](=O)[O-])c1 | 8 | 0.6 | 102 | -23 | 1 | 1466 | -8 | -4 | 3 | -7 | .
O=C(CSc1ccc2ccccc2c1)Nc1nc2ccccc2[nH]1 | 2 | 6.2 | 101 | -6 | 3 | 1580 | 5 | 5 | 5 | -1 | 0.41
Cc1ccc(/C([O-])=C(/C(=S)NCCN2CCOCC2)[n+]2ccccc2)cc1[N+](=O)[O-] | -5 | 1.7 | 100 | -6 | 2 | 1742 | 9 | -2 | -8 | 4 | -0.12
CCOC(=O)C1C(=O)NC(SCC(N)=O)=C(C#N)C1c1ccccc1OCC (stereo unspecified) | 2 | 1.4 | 99 | -9 | -2 | 1532 | -4 | -1 | 2 | 6 | .
Cc1ccc(C)c(NC(=O)CSc2n[nH]c(-c3ccncc3)n2)c1 | -2 | 2.5 | 99 | 5 | -6 | 1533 | 3 | 0 | -5 | 6 | .
Cc1ccc(CN(CC(=O)N/N=C/c2ccccc2[N+](=O)[O-])S(=O)(=O)c2ccc(C)cc2)cc1 | -17 | 5.5 | 101 | . | -8 | 1554 | 3 | -2 | 5 | -1 | 0.043
CN1/C(=C\C=C2\N=C(c3ccc(F)cc3)OC2=O)C(C)(C)c2ccccc21 | -7 | 2.3 | 105 | . | 5 | 1676 | 2 | 1 | 10 | -6 | -2
Cc1ccc(NCc2nnc(SCC(=O)NCc3ccco3)n2CC2CCCO2)c(C)c1 (stereo unspecified) | 10 | 1.8 | 100 | 12 | 14 | 1672 | 7 | 12 | 4 | 1 | 0.035
CN(C)S(=O)(=O)c1cccc(NC(=O)COC(=O)c2c[nH]c(=O)[nH]c2=O)c1 | -11 | 0.8 | 101 | -14 | 0 | 1462 | 2 | 0 | 4 | 1 | -0.17
O=C(c1ccc(OCC2CCCO2)cc1)N1CCN(c2ccccc2)CC1 (stereo unspecified) | -8 | -0.5 | 98 | 8 | -5 | 1596 | -6 | -7 | -1 | 6 | 0.19
O=C(OCCN=C1NS(=O)(=O)c2ccccc21)c1cccnc1 | -1 | -0.1 | 99 | -5 | -5 | 1441 | 4 | -2 | 1 | 7 | .
O=C(c1cccc(Br)c1)c1conc1C(=O)c1ccco1 | -1 | 1.4 | 86 | 2 | 2 | 1550 | 2 | 13 | 2 | 20 | 0.45

molecule | TLR4 MyD88 comp | RAM network inh | STAT3 act | S1P3 antagonist | PPARg SRC3 recr | TR-FRET SRC-2 ct | PPARg SRC-2 ag | PPARg SRC-1 ag | STAT1 blocker | STAT3 inh | ROMK mod
CCC(=O)NCCCOc1ccccc1 | 5 | 0.9 | 101 | 15 | 3 | 1397 | 6 | -1 | -9 | 5 | .
CCOC(=O)c1ccc(NNC(C)=O)c([N+](=O)[O-])c1 | 16 | 0.8 | 104 | -9 | -2 | 1475 | -1 | 3 | 6 | 3 | -0.57
Cc1cccc(C)c1NC(=O)Cn1nc(-c2ccccc2)nc1-c1ccccc1 | -6 | 0.8 | 92 | . | 13 | 1755 | 1 | 3 | -1 | 16 | .
Brc1cccc(CNc2nc3ccccc3n2CCN2CCOCC2)c1 | -8 | 0.0 | 97 | -22 | -1 | 1363 | -5 | 7 | 10 | 12 | -1.2
CC1CCN(C(=O)/C=C/c2ccc(C(C)(C)C)cc2)CC1 | 10 | 0.2 | 101 | 18 | 5 | 1497 | 6 | 0 | -7 | -2 | 0.002
COc1ccccc1CNC(=O)c1c(-c2ccccc2)nn(-c2ccccc2)c1C | -11 | 4.2 | 107 | . | -5 | 1548 | 1 | 4 | 2 | 0 | .
CCOC(=O)/C(=N\Nc1ccc(Cl)cc1)c1csc(Nc2ccccc2)n1 | 6 | 4.0 | 89 | . | 3 | 1756 | 10 | 4 | 4 | 12 | 0.24
Cc1nnc(SCC(=O)Nc2ccc(Cl)cn2)[nH]c1=O | 3 | -0.5 | 98 | . | 3 | 1413 | 4 | -2 | 5 | 5 | 0.3
COc1ccccc1NC(=O)c1ccc(NC(=O)CN2CCN(C(=O)c3ccco3)CC2)cc1 | -7 | -0.1 | 104 | -23 | 1 | 1582 | 4 | 9 | -2 | 5 | 0.22
COc1ccc(Cn2c(N)c(C#N)c3nc4ccccc4nc32)cc1OC | -3 | 6.0 | 111 | . | 4 | 1618 | 3 | 2 | -7 | -14 | 0.17
COc1ccccc1Nc1nc(N)nc(CSc2nccc(C)n2)n1 | 15 | 0.6 | 91 | -25 | -15 | 1389 | 0 | -4 | -8 | 14 | .
COc1ccccc1NS(=O)(=O)c1ccc(Cl)cc1 | -8 | 0.9 | 103 | -14 | 4 | 1379 | 0 | -5 | 6 | 3 | -0.066
Cc1nc(C(C)(C)O)n(-c2ccccc2)n1 | -2 | -0.4 | 104 | 1 | -4 | 1480 | 0 | 0 | 3 | -5 | .
COc1cc(CC(=O)OCC(=O)Nc2cc([N+](=O)[O-])ccc2Cl)cc(OC)c1OC | -2 | -1.0 | 94 | 0 | -2 | 1556 | -3 | 3 | 5 | 11 | .
CC(C)N1CCc2c(sc(NC(=O)CCc3ccccc3)c2C(N)=O)C1 | 5 | 1.5 | 105 | -3 | 6 | 1418 | -1 | 1 | -4 | -5 | 0.00053
CNC(=O)C12CCC(C)(c3nc4cc(C)c(C)cc4nc31)C2(C)C (stereo unspecified) | -7 | -0.1 | 111 | . | 1 | 1474 | 6 | 7 | 3 | -5 | .
CCc1ccc(NC(=O)CN(N=Nc2nonc2C)c2nonc2C)cc1 | 4 | 2.0 | 114 | -15 | 6 | 1596 | 2 | 7 | 0 | -15 | .
COc1ccc2nc(C)cc(SCC(=O)N/N=C/c3ccccc3)c2c1 | 11 | -1.6 | 87 | -7 | 3 | 1367 | -4 | -6 | 7 | 13 | 0.094
O=c1cc(N2CCCCC2)c(-c2ccccc2)nn1Cc1ccc(F)cc1 | -5 | 2.1 | 103 | -7 | 2 | 1637 | -7 | 7 | 6 | -2 | -0.95
Cc1cccc(NC(=O)C23CCC(C)(C2Br)C3(C)C)c1 (stereo unspecified) | 3 | 4.4 | 101 | . | -4 | 1465 | 6 | -2 | 2 | 0 | .

molecule | TLR4 MyD88 comp | RAM network inh | STAT3 act | S1P3 antagonist | PPARg SRC3 recr | TR-FRET SRC-2 ct | PPARg SRC-2 ag | PPARg SRC-1 ag | STAT1 blocker | STAT3 inh | ROMK mod
COc1ccc(C(=O)C2CCCN(Cc3ccc4nonc4c3)C2)cc1OC (stereo unspecified) | -8 | 4.5 | 87 | 14 | 7 | 1679 | 8 | 9 | 8 | 19 | 0.041
CCN(CC)CCNC(=O)c1c(C)n(-c2ccccc2)c2cc(Br)c(OC)cc12 | 7 | 4.3 | 100 | . | 5 | 1527 | 6 | 3 | 2 | 4 | .
CC(OC(=O)c1cc2c(ccc3ccccc32)oc1=O)c1nc2ccccc2s1 (stereo unspecified) | 11 | 4.0 | 111 | -10 | -6 | 1384 | -4 | -5 | 1 | -11 | .
Nc1c(C(=O)N2CCCCC2)sc(=S)n1-c1ccccc1 | 1 | 2.0 | 95 | 1 | 9 | 1646 | 3 | -2 | 1 | 10 | .
Nc1nc2ccc(OC(F)(F)F)cc2s1 | -4 | 0.1 | 103 | 2&-3 | -5&1 | 1528&1715 | 0&0 | -4&-1 | -23 | -1 | .
O=C(Nc1cccc(F)c1)NC1CC2CCCC(C1)N2C1CC1 (stereo unspecified) | -3 | 0.3 | 103 | 4 | -15 | 1390 | 1 | 2 | -6 | 1 | .
COc1ccc(OC)c(NC(=O)C2CCCN(S(=O)(=O)c3cccc4nsnc34)C2)c1 (stereo unspecified) | -10 | 5.0 | 96 | 8 | 9 | 1474 | 5 | 2 | -1 | 12 | 0.17
Cc1cc2n(c1)CCn1c(C)ccc1-2 | -12 | 1.3 | 99 | -14 | 8 | 1478 | -1 | 9 | 1 | 4 | -0.6
CCC(C(=O)Nc1cc(C)nn1-c1nc(C)cc(C)n1)c1ccccc1 (stereo unspecified) | -15 | 3.0 | 100 | -3 | 9 | 1356 | 12 | 4 | 9 | 7 | -0.31
CCO[C@@H]1OC(C(=O)NCc2ccccc2)=C[C@H](C)[C@H]1CCCO | 2 | 0.6 | . | -35 | -1 | 1568 | 11 | 10 | 0 | . | .
COc1ccc(C(C(=O)NC2CCCC2)N(C(=O)c2snc(-c3ccc(F)cc3)c2N)c2ccccc2)cc1 (stereo unspecified) | -8 | 1.6 | 100 | . | -6 | 1357 | -1 | -2 | 0 | 7 | 0.83
CC(=O)C1C(c2cccc(Oc3ccccc3)c2)NC(=O)NC1(O)C(F)(F)F (stereo unspecified) | -4 | 1.4 | 93 | -1 | -2 | 1567 | -5 | 10 | 5 | 12 | .
O=C(Cn1nnc(-c2ccccc2NC(=O)C2CC2)n1)NC1CCCCC1 | 8 | 0.8 | 101 | -17 | -4 | 1361 | -10 | 0 | 11 | -1 | .
Cc1ccc2cc(/C=C(\C#N)C(N)=O)c(N3CCCCC3)nc2c1 | 5 | 0.9 | 103 | -1 | 3 | 1772 | 17 | 4 | -5 | -6 | -0.89
COc1ccc(C(NC(=O)CNC(C)=O)C(=O)Nc2ccc(C(C)C)cc2)cc1 (stereo unspecified) | -14 | 0.0 | 115 | . | 2 | 1384 | -7 | -6 | -6 | -11 | .
